# Screening results (PubChem)
# PTHR1 ag: agonists of human PTHR1 parathyroid hormone receptor; hit rate 0.075% among 410,000; Q03431; HEK293 GP2 PTHR1 cells, GloSensor cAMP luminescence, 1 h; Potency, µM (series often up to 115 µM), without a hit: at the highest dose activation, most hits filed as activators; active = well fitted activation curve with a large enough effect; inconclusive = small, poorly fitted or top-dose-only effect, or another doubt; inactive = no such curve, though single readings can be large or run the other way; note: potency is the fitted concentration of half-maximal effect; nearly all actives have a fitted effect of over 55% in size; some results filed as inactive show a strong effect at the top dose; inactives centre near -15; many of its hits are not listed in these tables
# Target sequence (Q03431 whole entry, looked up): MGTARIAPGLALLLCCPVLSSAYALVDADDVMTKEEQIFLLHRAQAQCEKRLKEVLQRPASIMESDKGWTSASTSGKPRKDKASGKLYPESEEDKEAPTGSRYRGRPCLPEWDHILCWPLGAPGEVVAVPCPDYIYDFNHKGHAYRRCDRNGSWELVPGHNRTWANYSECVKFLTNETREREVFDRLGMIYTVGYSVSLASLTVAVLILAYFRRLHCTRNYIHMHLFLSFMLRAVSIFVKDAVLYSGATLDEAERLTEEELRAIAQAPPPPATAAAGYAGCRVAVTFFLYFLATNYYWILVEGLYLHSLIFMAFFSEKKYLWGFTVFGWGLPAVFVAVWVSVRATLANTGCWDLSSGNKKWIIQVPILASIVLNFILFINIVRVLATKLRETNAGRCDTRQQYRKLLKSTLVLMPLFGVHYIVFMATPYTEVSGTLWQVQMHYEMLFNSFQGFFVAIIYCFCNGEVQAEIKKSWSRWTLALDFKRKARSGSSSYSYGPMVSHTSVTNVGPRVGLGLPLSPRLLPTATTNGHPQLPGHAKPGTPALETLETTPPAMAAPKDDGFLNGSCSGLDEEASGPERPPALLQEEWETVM
#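 HEK-293-derived GP2 cells expressing PTHR1 and a GloSensor cAMP reporter, 3,000/well, plated overnight, given luciferin plus IBMX (each 0.5 mM as added) for 1 h at 37 °C, then compound for 1 h at 37 °C. Luminescence was read after 15 min at room temperature.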
# DRD3 agonist: D3 dopamine receptor (human) agonism; D3R DiscoveRx beta-arrestin cells, luminescence, 90 min; max activation, %; hit rate 0.58% among 410,000; AID 652048; in the data active = max activation above about 30%; note: 0% is about no effect; mostly tested at two doses, the higher about 12 µM
# Target sequence (P35462 whole entry, looked up): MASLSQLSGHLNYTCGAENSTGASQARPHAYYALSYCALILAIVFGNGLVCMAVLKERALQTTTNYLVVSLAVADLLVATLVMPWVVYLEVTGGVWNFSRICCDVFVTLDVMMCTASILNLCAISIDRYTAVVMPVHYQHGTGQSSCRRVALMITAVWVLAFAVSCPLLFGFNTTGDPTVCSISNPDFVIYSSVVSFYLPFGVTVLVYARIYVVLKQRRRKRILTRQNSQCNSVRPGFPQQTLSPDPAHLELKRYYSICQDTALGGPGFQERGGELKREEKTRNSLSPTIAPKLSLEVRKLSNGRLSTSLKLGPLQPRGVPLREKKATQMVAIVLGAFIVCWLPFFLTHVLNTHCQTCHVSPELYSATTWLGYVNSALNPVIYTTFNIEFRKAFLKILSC
#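 Agonist mode: compounds and dopamine controls were applied to plated cells for 90 min at 37 degrees C after an overnight attachment at 1500 cells/well. Luminescent read-out followed 30 - 60 minutes at room temperature with DiscoveRx detection reagent.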
# An asterisk follows results filed as active; i = inactive; ? = inconclusive; [ ] = another dose, or the depositor's remark. Some of the compounds tested (hit frequency here may not be typical).
# Results follow in this order: PTHR1 ag | DRD3 agonist
CCOC(=O)c1sc2ccccc2c1S(=O)(=O)N1CCN(c2ccccc2)CC1
  -33%[inhibitor] | 0
Cc1ccc2oc(=O)c(-c3nc4ccc(C)cc4[nH]3)cc2c1
  i | -14
CCC(Nc1ccc(-c2nc(-c3ccco3)no2)cc1[N+](=O)[O-])c1ccccc1 (stereo unspecified)
  -91%[inhibitor] | 1
COc1ccc(CCNC(=O)c2ccc3c(c2)CCN3S(=O)(=O)c2ccc(Cl)cc2)cc1
  14% | 5
Cc1ccc(NC(=O)C2CCC(CNS(=O)(=O)c3cccc4nsnc34)CC2)c(Cl)c1 (stereo unspecified)
  -15% | 10
COc1ccc(OC)c(CNC(=O)c2ccc(C)c(NC(=O)c3nsc4ccccc34)c2)c1
  -2% | -8
CC(C)CC(C(=O)NCC1CCN(Cc2ccc(F)cc2)CC1)N1Cc2ccccc2C1=O (stereo unspecified)
  -38%[inhibitor] | -16
CCc1ccc(NC(=O)c2cc(S(=O)(=O)N3CCCCC3)c[nH]2)cc1
  i | -14
Cc1ccc(CNC(=O)Cn2ccn(-c3cc(C)cc(C)c3)c(=O)c2=O)cc1
  -38%[inhibitor] | 0
CC(C)OCCCNC(=O)c1ccc(-n2c(-c3ccccc3)cc3c2CCCC3)cc1
  i | -16
COc1ccccc1NC(=O)CSc1nnc2c(n1)[nH]c1ccccc12
  -24% | -13
COc1ccc(OC)c(CCNc2nc3ccccc3c3nc(-c4cccnc4)nn23)c1
  ? | 0
COc1ccccc1CNc1nc2c(S(=O)(=O)c3ccccc3)nnn2c2ccc(Cl)cc12
  i | -1
CC(C)(C)OC(=O)N1CCC(c2c(C(=O)N3CCOCC3)cnn2-c2ccccc2Cl)CC1
  i | 4
Cc1ccc(CNC(=O)c2nc(SCc3ccccc3F)ncc2Cl)cc1
  0% | -10
COc1cccc(NC(=O)CSC2=Nc3ccccc3C3=NC(CC(=O)NCc4cccs4)C(=O)N23)c1 (stereo unspecified)
  -53%[inhibitor] | 3
CCc1cccc(NS(=O)(=O)c2ccc3c(c2)N(CC(=O)OC)C(=O)CS3)c1
  -34%[inhibitor] | -4
Cc1oc(-c2ccc(C(=O)Nc3ccccc3F)cc2)nc1COc1ccccc1
  -26% | 1
CCOc1ccc(-c2nn(-c3ccccc3)cc2C2NC(=O)NC(C)=C2C(=O)OC(C)C)cc1 (stereo unspecified)
  i | 2
CCOc1ccc(NC(=O)C(=O)NCCc2csc(-c3ccc(C)cc3)n2)cc1
  i | 8
CCCCCCn1nnc2sc(-c3ccccc3)cc2c1=O
  i | 1
COc1cc(/C=C(\C#N)c2nc3ccc(C)cc3[nH]2)ccc1OC(C)C
  -14% | -12
Cc1ccc2nc(Nc3cccc(C(F)(F)F)c3)c3nnnn3c2c1
  -19% | 3
COc1cccc(C(c2sc3nc(-c4ccco4)nn3c2O)N2CCCC2)c1 (stereo unspecified)
  -15% | 2
COc1cc(NS(=O)(=O)c2ccc3c(c2)CCCN3C(C)=O)cc(OC)c1OC
  -26% | 4
COCCNC(=O)c1nn(-c2ccc(Cl)cc2)nc1CO
  i | 6
CC(C)c1ccc(NC(=O)CSc2nc(=O)n(Cc3ccccn3)c3c2CCC3)cc1
  i | -7
COc1ccc2cc3cc(C(=O)N4CCN(c5cccc(C(F)(F)F)c5)CC4)sc3nc2c1
  -10% | -4
Cc1cc2oc(C(=O)N(Cc3ccccc3F)C3CCS(=O)(=O)C3)c(C)c2cc1Cl (stereo unspecified)
  -15% | 0
COc1ccc(-c2nc(Cn3c(SCc4cccc(Cl)c4)nc4ccncc43)c(C)o2)cc1
  i | -22

# (next part)
# Results follow in this order: PTHR1 ag | DRD3 agonist
COc1ccc(C2=Nc3ccc(OC(F)(F)F)cc3NC(c3cccnc3)=N2)cc1
  -46%[inhibitor] | 36*
Cc1cc(C)cc(N2CC(c3nnc(NC(=O)c4ccco4)s3)CC2=O)c1 (stereo unspecified)
  -47% | -4
O=C(Nc1cccc(C(F)(F)F)c1)N1CCC(CN2CCCCCC2)CC1
  -21% | -6
CC(=O)N1c2ccc(S(=O)(=O)N3CCC(C(=O)Nc4cccc(Cl)c4C)CC3)cc2CC1C (stereo unspecified)
  i | 7
COc1ccc(Nc2cc(C)c3cc(NC(=O)c4cc(OC)cc(OC)c4)ccc3n2)cc1
  -9% | 8
Cc1ccc(CNC(=O)CN(C)S(=O)(=O)c2ccc3c(c2)c(=O)n(C)c(=O)n3C)cc1
  7% | -6
COc1cccc(CNc2ncnc3onc(C)c23)c1
  -64%[inhibitor] | -4
CCCNC(=O)c1ccccc1NC(=O)c1nsc2ccccc12
  16% | -10
CC(C)(C)OC(=O)N1CCC(c2c(C(=O)NCc3ccc4c(c3)OCO4)cnn2-c2ccc(F)cc2F)CC1
  -2% | 7
CCOc1ccc(C(=O)Nc2nnc(S(=O)(=O)Nc3ccccc3)s2)cc1
  -4% | -1
COc1cccc(NC(=O)C2CCCN(S(=O)(=O)c3cn(C(C)C)cn3)C2)c1 (stereo unspecified)
  i | -16
CC(C)COc1ccc(C(=O)N2CCCCC2CCN2CCCCC2)cc1 (stereo unspecified)
  -18% | -31
Cc1cccc(-n2ncc(C(=O)N3CCN(Cc4ccccc4)CC3)c2C2CCN(C(=O)OC(C)(C)C)CC2)c1
  i | 1
COc1ccc(CNC(=O)C2=C(C)C(=O)OC23CCCCC3)cc1
  -12% | 6
CCOc1ccc(CNS(=O)(=O)c2ccc3c(c2)CCCN3C(C)=O)cc1OC
  -70%[inhibitor] | 9
Cc1c2cnn(CC(=O)NCc3ccc(F)cc3)c(=O)c2c(C)n1Cc1cccc(Cl)c1
  -17% | -3
CCCS(=O)(=O)Nc1cc2c(cc1NCc1ccccc1)n(C)c(=O)n2C
  -11% | 2
COCCCNC(=O)c1ccc(-n2c(-c3ccccc3)cc3c2CCCCC3)cc1
  -22% | 9
CC(Oc1ccccc1F)C(=O)Nc1ccc(-c2nc3ccccc3s2)cc1 (stereo unspecified)
  -12% | -6
Cc1ccc(NC(=O)CSc2nc(=O)n(Cc3ccncc3)c3c2CCC3)cc1Cl
  i | 5
Cc1ccc(Cl)cc1N1CCN(C(=O)C2CCN(S(=O)(=O)c3cccc4nonc34)CC2)CC1
  -40%[inhibitor] | -13
CCOc1ccc(-c2cccc(NS(=O)(=O)c3ccc(Cl)s3)c2)nn1
  -10% | -12
Cn1c(=O)cc(SCC(=O)N2CCN(c3ccc(F)cc3)CC2)c2ccc(Cl)cc21
  -6% | -14
Cc1ccc(OCC(=O)Nc2ccc3nc(Nc4cccc(Cl)c4)cc(C)c3c2)cc1
  i | 1
COc1ccc(NCc2cc3ccc(OC)cc3n(CC(=O)Nc3ccc(C)c(C)c3)c2=O)cc1
  i | 4
COc1ccc(S(=O)(=O)N(C(=O)c2ccncc2)c2ccc3oc(C)c(C(C)=O)c3c2)cc1
  -31%[inhibitor] | -1
Cc1nnc(N2CCC(C(=O)NCCC(C)C)CC2)c2nn(-c3ccc(Cl)cc3)c(C)c12
  ? | -3
O=C(CC1(O)C(=O)N(CCc2ccccc2)c2ccc(Br)cc21)c1ccc(F)cc1 (stereo unspecified)
  i | -1
CCOc1cc(C(=O)NCc2nc(-c3cccc(C)c3)no2)cc(OCC)c1OCC
  -3% | -19
Cc1nc(-c2ccccc2)sc1CCNS(=O)(=O)c1ccc(Br)cc1
  -29% | -3

# Next results follow:
# Results follow in this order: PTHR1 ag | DRD3 agonist
COc1ccc(CNC(=O)c2cc(-c3ccc(Br)s3)nc3ccccc23)c(OC)c1
  i | 6
Cc1ccc(Cl)cc1N1CCN(C(=O)c2cc(S(=O)(=O)N3CCCC3)cn2C)CC1
  -19% | -6
CCOC(=O)c1c(C)[nH]c(C)c1S(=O)(=O)N1CCCC(C(=O)Nc2ccc(OC)c(OC)c2)C1 (stereo unspecified)
  -2% | -7
Cc1c(NC(=O)Cc2ccccc2)cccc1-c1nc2cccnc2s1
  -71%[inhibitor] | 7
COC(=O)c1cccc(CN2C(=O)SC(Nc3ccc(Cl)cc3)C2=O)c1 (stereo unspecified)
  -5% | -5
CC(C)Oc1ccc(CNC(=O)CN2C(=O)CCn3nc(-c4cn(C)c5ccccc45)cc32)cc1
  7% | -19
COC(=O)c1ccccc1NC(=O)Cn1c(=O)n(Cc2ccc(C(=O)NCc3ccc4c(c3)OCO4)cc2)c(=O)c2ccccc21
  -12% | -4
Cc1cccc(OCCCCn2c(C3CC(=O)N(c4ccccc4Cl)C3)nc3ccccc32)c1 (stereo unspecified)
  i | 2
CCOC(=O)CC(=O)CSc1nc2ccccc2c(=O)n1CCc1ccccc1
  -27% | 6
O=C(Nc1cccc(Br)c1)Nc1nc2c(s1)CCCCCC2
  -16% | -18
COc1ccc2[nH]c(=O)c(CN(C(=O)c3cccc(Cl)c3)c3ccccc3C)cc2c1
  i | 2
CCn1c(SCc2cccc(Br)c2)nnc1-c1nonc1NC(C)=O
  -60%[inhibitor] | -7
Cc1ccc(NC(=O)Cc2coc3ccc(C(C)C)cc23)cc1Cl
  -82%[inhibitor] | 3
CCNC(=O)CC1C(=O)N(c2ccc(F)cc2)C(=O)N1Cc1ccc(OC)c(OC)c1 (stereo unspecified)
  5% | 7
COc1ccc(NC(=O)c2cc3nc(-c4ccc(C)c(C)c4)cc(C(F)(F)F)n3n2)cc1
  -12% | -9
CC(C)(C)OC(=O)N1CCC(c2c(C(=O)NC3CCCCC3)cnn2-c2cccc(Cl)c2)CC1
  i | -6
Cc1ccccc1NC(=O)Cn1c(=O)n(Cc2ccc3c(c2)OCO3)c(=O)c2ccc(C(=O)NC3CCCCC3)cc21
  i | 0
O=C(CSc1n[nH]c(-c2ccccc2)n1)N1CCCCC1
  -6% | -11
Cn1c(=O)c2c(nc(N3CCOCC3)n2Cc2ccccc2Cl)n(C)c1=O
  -21% | -1
CCN(CC)CCNC(=O)C(=O)Nc1c2c(nn1-c1ccc(F)cc1)CSC2
  -25% | 2
Cc1ccc(N2CC(NC(=O)CCc3ccccc3)CC2=O)cc1 (stereo unspecified)
  5% | -1
CCc1nc2ccc(C(=O)NCc3ccc(SC)cc3)cc2nc1CC
  i | -5
O=C(Nc1ccc(Cl)cc1)c1cc(S(=O)(=O)N2CCCc3ccccc32)ccc1F
  -22% | -8
CCOc1ccccc1NC(=O)CSc1c2c(nc3ccc(Cl)cc13)CCCC2
  -73%[inhibitor] | -4
O=C(CSc1nccn1Cc1ccccc1)Nc1ccc2c(c1)OCCO2
  -80%[inhibitor] | 5
COc1cccc(-n2c(=O)c3cc(OC)c(OC)cc3n(CC(=O)Nc3ccccc3)c2=O)c1
  6% | -7
Cc1ccccc1C(=O)N1CCC(C(=O)Nc2ccc(F)cc2F)CC1
  -5% | 5
O=C(CN1CCCN(Cc2ccccc2Cl)S1(=O)=O)Nc1ccc2c(c1)OCCO2
  -24% | 7
CCC(=O)N1CCc2cc(S(=O)(=O)NC(C(=O)NCCc3ccccc3)C(C)C)ccc21 (stereo unspecified)
  9% | -13
CCC1CCC(C(=O)NC(C(=O)Nc2cccc(OC)c2)C(C)C)CC1 (stereo unspecified)
  -9% | 1

# A portion taken from the entries so far, for reference:
# Results follow in this order: PTHR1 ag | DRD3 agonist
CCOc1ccccc1NC(=O)CSc1c2c(nc3ccc(Cl)cc13)CCCC2
  -73%[inhibitor] | -4
O=C(CSc1nccn1Cc1ccccc1)Nc1ccc2c(c1)OCCO2
  -80%[inhibitor] | 5
COc1cccc(-n2c(=O)c3cc(OC)c(OC)cc3n(CC(=O)Nc3ccccc3)c2=O)c1
  6% | -7
Cc1ccccc1C(=O)N1CCC(C(=O)Nc2ccc(F)cc2F)CC1
  -5% | 5
O=C(CN1CCCN(Cc2ccccc2Cl)S1(=O)=O)Nc1ccc2c(c1)OCCO2
  -24% | 7
CCC(=O)N1CCc2cc(S(=O)(=O)NC(C(=O)NCCc3ccccc3)C(C)C)ccc21 (stereo unspecified)
  9% | -13
CCC1CCC(C(=O)NC(C(=O)Nc2cccc(OC)c2)C(C)C)CC1 (stereo unspecified)
  -9% | 1

# Next compounds:
# Results follow in this order: PTHR1 ag | DRD3 agonist
Cc1ccc(NC(=O)C(=O)NCC(c2cccnc2)N2CCOCC2)cc1C (stereo unspecified)
  i | 1
Cc1ccc(C#N)c(=O)n1CC(=O)Nc1ccccc1C(F)(F)F
  -19% | -11
O=C(CSc1nc2ccccc2nc1Cc1ccccc1)N1CCc2ccccc21
  -5% | -3
CCn1nc(C)c2c(-c3ccccc3)cc(=O)n(C(C)C(=O)Nc3ccc(OC)c(OC)c3)c21 (stereo unspecified)
  -6% | -7
COc1cc(C2CC(=O)N(Cc3cccc(F)c3)c3ccccc3S2)cc(OC)c1OC (stereo unspecified)
  -96%[inhibitor] | 18
CCN(CC)C(=O)Cn1c(SCC(=O)Nc2ccc(C)c(C)c2)nc2ccccc21
  i | -7
COC(=O)c1ccc(C2c3c(oc4ccc(C)cc4c3=O)C(=O)N2Cc2ccc3c(c2)OCO3)cc1 (stereo unspecified)
  i | -4
COc1cccc(C(=O)NCc2nc(-c3ccccc3)no2)c1OC
  -29% | -21
Cc1ccc(NC(=O)c2cc(C)nc3c2c(C)nn3-c2cccc(Cl)c2C)c(C)c1
  i | 2
Cc1c(NC(=O)c2cc(-c3cccc(O)c3)on2)c(=O)n(-c2ccccc2)n1C
  -21% | -7
